Source: PubChem BioAssay (several laboratories)
PME-1 inh = PME-1 inhibitors via competitive probe labeling, primary screen, biochemical, fluorescence polarization, FP-Rh probe, HTS; inhibition, % at 5.9 µM; recombinant PME-1; 320,000 compounds, 0.53% hits; AID 2130, 2009; Protein phosphatase methylesterase 1 (Homo sapiens), Q9Y570;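 active = inhibition above the campaign mean of all compounds plus 3 SD, cut at about 26% in these data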;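 also: competitive labeling of PME-1 active site by serine hydrolase directed probe; 0% = PME-1 with DMSO and 100% = wells lacking PME-1 enzyme; inhibitors block probe labeling so polarization falls and inhibition rises; many of its hits are not listed in these tables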
Target sequence (Q9Y570 whole entry, looked up): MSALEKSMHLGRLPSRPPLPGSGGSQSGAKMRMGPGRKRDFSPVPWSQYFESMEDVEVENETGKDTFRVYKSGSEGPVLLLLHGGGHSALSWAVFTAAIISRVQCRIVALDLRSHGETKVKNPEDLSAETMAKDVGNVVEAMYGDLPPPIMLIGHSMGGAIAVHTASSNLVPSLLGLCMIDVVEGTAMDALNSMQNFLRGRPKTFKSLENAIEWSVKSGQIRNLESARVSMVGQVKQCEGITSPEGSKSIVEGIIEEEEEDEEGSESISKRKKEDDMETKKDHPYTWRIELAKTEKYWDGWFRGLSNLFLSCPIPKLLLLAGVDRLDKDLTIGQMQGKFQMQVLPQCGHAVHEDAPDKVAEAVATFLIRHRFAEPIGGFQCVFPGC
GLD-1 TGE inh = GLD-1/TGE RNA complex disruptors, primary screen, biochemical, fluorescence polarization; Female germline-specific tumor suppressor gld-1 (Caenorhabditis elegans), Q17339; purified GLD-1 + fluorescein TGE RNA; inhibition, % at 5.96 µM; 320,000 compounds, 0.44% hits;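 active = percent inhibition above a per-plate cutoff, the plate mean of test compounds plus 3 SD, cut at about 30% in these data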;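 also: 0% = DMSO wells with GLD-1 and probe and 100% = wells lacking GLD-1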
Target sequence (Q17339 whole entry, looked up): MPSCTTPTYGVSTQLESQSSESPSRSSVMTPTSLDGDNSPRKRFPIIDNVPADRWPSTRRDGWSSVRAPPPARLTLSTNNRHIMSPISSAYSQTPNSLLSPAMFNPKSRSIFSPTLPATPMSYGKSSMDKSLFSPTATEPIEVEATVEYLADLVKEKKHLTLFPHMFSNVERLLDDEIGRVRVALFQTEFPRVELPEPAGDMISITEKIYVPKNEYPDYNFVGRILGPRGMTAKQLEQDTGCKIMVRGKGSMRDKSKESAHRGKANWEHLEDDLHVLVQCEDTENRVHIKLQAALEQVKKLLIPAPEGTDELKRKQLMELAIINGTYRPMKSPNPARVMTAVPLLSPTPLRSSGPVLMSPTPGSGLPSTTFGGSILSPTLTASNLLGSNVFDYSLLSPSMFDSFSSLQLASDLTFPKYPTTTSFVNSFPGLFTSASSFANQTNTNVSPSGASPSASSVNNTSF
GRK2 inh = compounds blocking aptamer binding on GRK2 – biochemical, human GRK2, bead flow cytometry, HTS, primary screen | Beta-adrenergic receptor kinase 1 (Homo sapiens), P25098 | FAM-aptamer displacement from GRK2 | inhibition of aptamer binding, % at 10 µM | 330,000 compounds, 0.59% hits | AID 488847, 2010;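 active = inhibition of aptamer binding above 40%, roughly 3 SD of noise, on plates passing a quality check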;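 also: median bead fluorescence of bound FAM aptamer so fluorescent compounds give negative values; no value below 0 was filed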
Fam108B inh = mouse Fam108B serine hydrolase inhibitors, primary screen, counter-screen for RBBP9 inhibitor project, biochemical, fluorescence polarization | recombinant Fam108B, FP-Rh probe fluorescence polarization | inhibition, % at 9.51 µM | 300,000 compounds, 0.33% hits | AID 1947, 2009;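 active = inhibition above the screen mean inhibition plus 3 SD, computed separately per campaign, cut at about 18% in these data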;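 also: inhibitors lower polarization as less probe binds the enzyme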
VLA-4 inh = inhibition in human VLA-4 binding assay, primary screen, VLA-4 allosteric modulator project, MLPCN library, flow cytometry, VLA-4 expressing cells | ligand binding flow cytometry | inhibition, % (about 7 µM as worked out from the volumes in the protocol) | 330,000 compounds, 0.2% hits; in the data active = inhibition above about 50%
Efflux pump inh = inhibitors of Candida efflux pumps in yeast, primary screen, S. cerevisiae, Nile Red, multiplex; inhibition, % at 10 µM; S. cerevisiae Candida pump triplex; 330,000 compounds, 0.44% hits;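 active = plate passing quality check with inhibition over a set limit, or well fluorescence over plate mean plus 4 SD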;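 also: Nile Red retained in pooled yeast measured as flow cytometry median fluorescence; 0% = buffer negative control and 100% = Enniatin B positive control; higher means more Nile Red kept so more efflux inhibition; some compounds called inactive have numbers as strong as hits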
MEX-5 binding = MEX-5 zinc finger RNA-binding disruptors – biochemical, C. elegans, fluorescence polarization, MLPCN library, primary screen | AID 1832, 2009 | 300,000 compounds, 0.38% hits | activity score (negative = inhibition of binding), % at 10 µM | MEX-5/FITC-TCR2 RNA binding; hits give low values;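 active = inhibition past about -25% in most replicates, and total fluorescence under double the plate's negative control median, limit read from the data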;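 also: 0% = DMSO and -100% = 5 µM competing unlabeled TCR2 RNA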
Bcl-xL primary = inhibitors of human Bcl-xL, primary screen, biochemical, fluorescence polarization, HTS; Bcl-2-like protein 1 (Homo sapiens), Q07817; inhibition, % at 10.9 µM; 320,000 compounds, 0.7% hits; GST-Bcl-xL / FITC-Bim BH3 peptide fluorescence polarization;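 active = inhibition above the mean of all tested compounds plus 3 SD, cutoff set per campaign, cut at about 30% in these data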;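 also: 0% = DMSO wells and 100% = unlabeled Bim-BH3 peptide competitor; inhibitors lower millipolarization by displacing the labeled peptide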
MCL1-BIM inh = inhibitors of MCL1 binding to BIM-BH3, primary screen, biochemical, fluorescence polarization | AID 2057, 2009 | 320,000 compounds, 0.68% hits | GST-MCL1 / FITC-Bim-BH3 fluorescence polarization | Induced myeloid leukemia cell differentiation protein Mcl-1 (Homo sapiens), Q07820 | inhibition, % at 10.9 µM;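 active = inhibition above the mean inhibition of all tested compounds plus 3 SD, set per campaign, cut at about 40% in these data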;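 also: 0% = DMSO wells and 100% = unlabeled Bim-BH3 peptide control; higher means more loss of mP so more displacement of Bim peptide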
Starred values were filed as active, the others as inactive; / = not tested or not shown. Some of the compounds tested; rates above refer to the full screens.

nr	Molecule	GLD-1 TGE inh	PME-1 inh	GRK2 inh	Fam108B inh	VLA-4 inh	MEX-5 binding	Bcl-xL primary	Efflux pump inh	MCL1-BIM inh
1	CCC(CC)c1nnc(NC(=O)CCNC(=O)c2ccccc2Cl)s1	6	3	0	4	-5	2.9	-4	0.1	-2
2	CC(C)(C)C1CCC(=NNC(=O)C(=O)NCc2ccco2)CC1 (stereo not given)	-1	1	0	-4	12	1.0	-20	0.1	-17
3	O=c1ccn(CCOc2ccc(Cl)cc2)c(=O)[nH]1	7	-8	0	2	-31	1.9	6	0.1	1
4	COc1ccccc1CNC(=O)c1oc2ccc(S(=O)(=O)N3CCCC3)cc2c1C	-1	6	0	6	4	-1.5	-3	-0.5	-9
5	CC1(c2nnc(-c3ccncc3)o2)CC(c2ccccc2)=NO1 (stereo not given)	8	3	3	2	-5	-3.3	-3	0.3	-11
6	CC(OC(=O)Nc1cccc(Cl)c1)C(=O)O (stereo not given)	1	-1	0	-2	3	1.4	7	-0.1	13
7	CCCC(=O)N(c1ccc2oc(C)c(C(C)=O)c2c1)S(=O)(=O)c1ccc(C)c([N+](=O)[O-])c1	0	1	3	1	/	0.7	1	0.1	14
8	O=C(NCC1CCCCC1)c1cccnc1Cl	6	5	2	3	-7	0.7	2	-0.1	1
9	CC1=C(C(=O)Nc2ccc(C)cc2C)C(c2ccc(C)o2)NC(=S)N1 (stereo not given)	3	-3	0	4	-4	1.8	4	0.5	18
10	CCOP(=O)(OCC)/C(C#N)=C/c1cc(OC)ccc1OC	/	/	1	/	6	-0.5	/	0.1	/
11	CCCC(=O)Nc1ccc2nn(-c3ccc(OC)cc3)nc2c1	6	0	4	-1	0	-0.2	-4	-0.2	-4
12	O=C(CSc1ccccc1)Nc1ccc2c(c1)C(=O)NC2=O	8	-2	6	6	7	-1.3	6	0.1	5
13	Cc1ccc(S(=O)(=O)N2CCOCC2)cc1NC(=O)CN1CCN(C)CC1	7	-2	2	/	18	/	-1	0.0	4
14	Cn1ccnc1SCC(=O)c1ccc(O)cc1	-2	-9	2	-7	1	-1.2	-6	-0.1	4
15	CC(Sc1nc(NCc2ccccc2)nc(N(C)C)n1)C(=O)Nc1ccccc1 (stereo not given)	7	-4	4	-8	0	-0.6	3	-0.3	2

Next section.
nr	Molecule	GLD-1 TGE inh	PME-1 inh	GRK2 inh	Fam108B inh	VLA-4 inh	MEX-5 binding	Bcl-xL primary	Efflux pump inh	MCL1-BIM inh
16	COc1ccc(-c2nc(-c3ccc(Br)cc3)no2)c(OC)c1	20	-23	6	-10	4	1.1	3	0.2	3
17	Cn1c(-c2ccccc2)cnc1NCc1ccc(-c2ccccc2)cc1	7	1	0	4	10	-1.6	4	-0.1	6
18	CCOC(=O)N1CCN(C(=O)c2nn(-c3cc(OC)cc(OC)c3)c(=O)c3ccccc23)CC1	-2	-10	0	2	14	1.8	-2	0.1	-5
19	COc1cccc(-n2c(SCC(N)=O)nnc2-c2c[nH]c3ccccc23)c1	3	-5	1	0	-9	-0.8	-2	-0.1	-10
20	CC(=O)c1ccc(S(=O)(=O)N2CCN(CC(=O)Nc3ccccc3C(=O)NC3CC3)CC2)cc1	4	4	3	/	-2	/	-2	-0.1	-2
21	CCCC(=O)OCCNc1cc(SCCC(=O)OC)c2nonc2c1[N+](=O)[O-]	-4	1	0	2	5	0.2	5	0.0	5
22	Cc1cc(NC(=O)Cc2ccccc2)c2ccccc2n1	2	7	0	8	4	3.0	3	0.1	-3
23	O=C(C1=C[C@H](c2ccc3c(c2)OCO3)C[C@H](OCCCCO)O1)N1CCOCC1	8	2	/	-1	/	0.4	4	/	11
24	Cc1ccccc1NC(=S)N(C)CCc1ccccn1	0	3	0	0	23	-0.4	-2	0.2	4
25	CCOC(=O)c1nnn2c1nc(Nc1cccc(C(F)(F)F)c1)c1ccccc12	-6	-6	0	0	1	-2.5	5	0.1	0
26	Nc1cnc(Br)cc1Br	7	-1	7	-1	4	-3.3	3	0.1	-3
27	Cc1cc(C(=O)CCC(=O)NCc2ccccc2F)c(C)s1	8	-2	1	1	1	-4.6	3	0.2	3
28	COC(=O)CSc1nc(N)c(NC(=O)c2ccc(OC)c(OC)c2)c(=O)[nH]1	1	4	1	0	3	-1.1	3	0.4	6
29	Cc1cccc(C(=O)OCC(=O)c2ccc3c(c2)OCCO3)c1O	3	/	0	/	-4	/	/	0.3	/
30	CC[C@H](C)[C@@H](C(=O)NCCCCCCCCCCC(=O)N1CCNCC1)n1cc(CCCCN=C(N)N)nn1	-7	-2	0	0	5	/	1	-0.1	-6

Individual results from above.
In GRK2 inh, `Cc1cccc(C(=O)OCC(=O)c2ccc3c(c2)OCCO3)c1O` has 0
In Bcl-xL primary, `CC1=C(C(=O)Nc2ccc(C)cc2C)C(c2ccc(C)o2)NC(=S)N1` (stereo not given) has 4
In Bcl-xL primary, `O=C(C1=C[C@H](c2ccc3c(c2)OCO3)C[C@H](OCCCCO)O1)N1CCOCC1` has 4

New compounds follow
nr	Molecule	GLD-1 TGE inh	PME-1 inh	GRK2 inh	Fam108B inh	VLA-4 inh	MEX-5 binding	Bcl-xL primary	Efflux pump inh	MCL1-BIM inh
31	Cc1cc(S(=O)(=O)N2CCN(Cc3ccc4c(c3)OCO4)CC2)cc(C)c1N1CCCC1=O	-2	2	0	-1	24	-2.8	4	0.1	2
32	NC(=O)CSc1nnc(-c2ccc(S(=O)(=O)N3CCCC3)cc2)n1Cc1ccco1	3	2	1	2	4	-1.9	-5	-0.2	-16
33	O=[N+]([O-])c1ccc(/C=N/NC(=S)Nc2ccccc2C(F)(F)F)o1	3	5	0	3	11	0.4	13	0.0	13
34	O=C(CN1c2ccccc2Sc2ccccc21)NNC(=S)Nc1ccc(Cl)cc1Cl	3	3	0	2	2	-2.2	7	-0.2	12
35	Nc1nc(Nc2ccc(Cl)cc2)nc(NCc2ccco2)c1[N+](=O)[O-]	10	-5	4	3	3	-4.4	3	-0.2	1
36	C[C@H](CO)N1C[C@H](C)[C@@H](CN(C)C(=O)Nc2ccc3c(c2)OCO3)Oc2c(NC(=O)C3CCCCC3)cccc2C1=O	6	/	0	/	3	/	/	0.1	/
37	COc1ccccc1NC(=O)Nc1c(C)nn(C)c1C	-11	3	2	-5	11	-1.9	-2	0.2	6
38	CC(C)(C)c1ccc(C(=O)NN2C(=O)CSC2=S)cc1	-7	-9	55*	-4	2	-3.4	-6	-0.1	-2
39	CC(C)CN(C(=O)CCCc1nc2ccccc2c(=O)[nH]1)c1c(N)n(Cc2ccccc2)c(=O)[nH]c1=O	2	1	1	3	0	-0.5	-15	0.1	-22
40	CCOC(=O)C(C)c1ccc2cc(OC)ccc2c1 (stereo not given)	-2	4	0	1	-3	0.9	3	0.0	-7
41	Cc1noc(C)c1NC(=O)Nc1ccc2c(c1)C(=O)N([C@H](C)CO)C[C@H](C)[C@@H](CN(C)C(=O)Nc1c(C)noc1C)O2	4	/	5	/	-12	/	/	-0.6	/
42	COc1ccc(CCC(C)NCC(C)c2ccccc2)cc1 (stereo not given)	2	3	0	-5	9	1.0	-7	0.2	2
43	COc1cccc(OC)c1OCCCOc1c(OC)cccc1OC	-2	-3	4	-2	6	-2.3	0	0.0	0
44	Cc1cc(C(=O)COC(=O)CNS(=O)(=O)c2ccc3ccccc3c2)c(C)n1-c1ccccc1	2	-14	4	-7	17	2.3	3	0.0	3
45	COc1cc(C(=S)N2CCOCC2)ccc1OC(=O)c1ccc(Br)cc1	/	/	1	/	3	3.1	/	-0.1	/

(cont.)
nr	Molecule	GLD-1 TGE inh	PME-1 inh	GRK2 inh	Fam108B inh	VLA-4 inh	MEX-5 binding	Bcl-xL primary	Efflux pump inh	MCL1-BIM inh
46	O=C(CCCN1C(=O)NC2(CCCC2)C1=O)NCc1ccccc1	7	5	0	/	5	/	7	-0.1	9
47	O=C(Cc1cccs1)NCc1ccncc1	3	-13	0	-1	-13	-3.5	-2	-0.1	3
48	COc1ccc(-c2cc(-c3ccccc3)nc(NN)n2)cc1OC	10	-7	0	-2	-22	0.3	1	0.0	6
49	COc1cccc(/C=C/C(=O)Nc2ccc3c(c2)OCCO3)c1OC	-9	-12	2	5	-5	-1.3	4	0.0	4

Of the compounds above, four have a nitro group on carbon.
nr	Molecule	GLD-1 TGE inh	PME-1 inh	GRK2 inh	Fam108B inh	VLA-4 inh	MEX-5 binding	Bcl-xL primary	Efflux pump inh	MCL1-BIM inh
7	CCCC(=O)N(c1ccc2oc(C)c(C(C)=O)c2c1)S(=O)(=O)c1ccc(C)c([N+](=O)[O-])c1	0	1	3	1	/	0.7	1	0.1	14
21	CCCC(=O)OCCNc1cc(SCCC(=O)OC)c2nonc2c1[N+](=O)[O-]	-4	1	0	2	5	0.2	5	0.0	5
33	O=[N+]([O-])c1ccc(/C=N/NC(=S)Nc2ccccc2C(F)(F)F)o1	3	5	0	3	11	0.4	13	0.0	13
35	Nc1nc(Nc2ccc(Cl)cc2)nc(NCc2ccco2)c1[N+](=O)[O-]	10	-5	4	3	3	-4.4	3	-0.2	1
